Screening results (PubChem)
T cell HTS: modulates CD8 T cell binding to vesicles. AID 2052. calls only at 7 µM. 2C CD8+ T cell-vesicle binding, flow cytometry; hits give low values. 330,000 compounds, 0.068% hits;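 active means response, share of CD8 T cells binding vesicles, and their 90th percentile fluorescence all below set limits, cut at about 80% in these data, passing the limit was not always enough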
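incubation = binding step 1.5 h, 37 °C, antibody labelling 20 min, ice | test system = 2C mouse CD8+ T cells | read-out basis = percent CD8+ FL2 mean versus row control | controls = Peptide-free naked vesicles (low) and QL9 vesicles with 0.7% DMSO vehicle (high) | detection = flow cytometry of vesicle-bound cells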
Myeloid diff MLP: compounds promoting myeloid differentiation; calls only at 10 µM; ER-HoxA9 myeloid progenitors, lysozyme-GFP differentiation, flow cytometry; 360,000 compounds, 1% hits; AID 624256;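 active means normalized GFP-positive differentiation at or above the plate's own cutoff, the solvent-only control mean plus 3 SD; inconclusive means no clear call, values can overlap the other calls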;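 further: cells exposed to compound for four days before flow analysis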
T cell HTS vesicle-bound %: also measured in T cell HTS; calls as there; double positive events, %; measured here: CD8+ vesicle-bound cell fraction;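 binding gate set so that unloaded-vesicle control wells show 10% double positive cells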
Myeloid diff MLP GFP+ MAC1+ %: further read-out of Myeloid diff MLP, marked with its call; GFP+ MAC1+ double positive, %; measured here: differentiation confirmed by MAC1 staining
* hit, by the source's call; i = inactive; ? = inconclusive; . = not tested or not shown.

mol	T cell HTS	T cell HTS vesicle-bound %	Myeloid diff MLP	Myeloid diff MLP GFP+ MAC1+ %
CCN(CC(=O)Nc1c(F)cccc1F)C(=O)CNC(=O)C1CCCCC1	i	30.2	i	0.5
Cc1sc2nc(CSCC(=O)Nc3c(F)cccc3F)[nH]c(=O)c2c1C	i	34.4	i	0.2
O=C(COC(=O)CCC(=O)c1cccs1)Nc1cccc(F)c1	i	4.1	i	0.6
CCCCn1c(N)c(N(CCC(C)C)C(=O)c2ccc3c(c2)OCO3)c(=O)[nH]c1=O	i	37.5	i	1.3
C=CC[C@H](CC(=O)N(CCO)Cc1ccccc1)C(=O)N[C@@H](C)COC(=O)[C@H](CC=C)CC(=O)OC(C)(C)C	i	8.1	i	0.7
Cc1noc(C)c1CSCC(=O)Oc1ccc(N(C)S(=O)(=O)c2ccccc2)cc1	i	16.5	i	0.4
COc1ccc(S(=O)(=O)N2CCOCC2)cc1NC(=O)CSc1nc(C)c(C)c(C)n1	i	10.6	i	0.8
CCS(=O)c1ccccc1C(=O)OC(C)C(=O)Nc1ccc(S(=O)(=O)N2CCCC2)cc1 (configuration not stated)	i	23.1	i	1.1
CCOCCn1c(C)c(C(=O)OCC)c2cc(O)c3ccccc3c21	i	36.7	i	1.0
CCCCN(CCO)CCCC	i	27.3	i	1.4
CCN(C(=O)CSc1nc(-c2cccs2)nc2ccccc12)C1CCS(=O)(=O)C1 (configuration not stated)	i	3.6	i	0.8
CCCCn1c(N)c(N(CCOC)C(=O)COc2ccc(OCC)cc2)c(=O)[nH]c1=O	i	57.0	i	0.6
Cc1ccc(NC(=O)Cn2c(=O)cnc3ccccc32)cc1S(=O)(=O)N1CCCCC1	i	19.3	i	0.7
Cc1nc(SCC(=O)Nc2ccccc2Cl)c2c(C)c(C)sc2n1	i	29.6	i	0.9
Cc1cccc2sc(N(CCN(C)C)C(=O)C3CCN(S(=O)(=O)c4cccs4)CC3)nc12	i	56.9	i	0.7

Next part
mol	T cell HTS	T cell HTS vesicle-bound %	Myeloid diff MLP	Myeloid diff MLP GFP+ MAC1+ %
Cc1ccc(-c2nn(-c3ccc(F)cc3)cc2C(=O)NCC2CCCO2)cc1 (configuration not stated)	i	51.1	i	0.5
CCOc1ccc(S(=O)(=O)NCCC(=O)N2CCN(Cc3ccccc3)CC2)cc1	i	19.5	i	0.4
CCN(C(=O)CSc1nc2ccccc2o1)C1CCS(=O)(=O)C1 (configuration not stated)	i	17.8	i	0.6
Cc1ccc(C(=O)Nc2cc(S(=O)(=O)N3CCOCC3)ccc2N2CCCC2)cc1	i	38.9	i	0.4
CCC(c1ccc(O)cc1)C(CC)c1ccc(O)cc1 (configuration not stated)	i	38.7	i	2.0
[O-][n+]1c2ccccc2c2n1CCN1CCOC21c1ccc(Cl)cc1 (configuration not stated)	i	40.0	i	1.4
CC(C)(C)OC(=O)C[C@H]1C/C=C\C[C@@H](CC(=O)N(CCO)Cc2ccccc2)C(=O)NCCOC1=O	i	7.4	i	2.3
O=C(CNC(=O)c1ccc(Cl)cc1Cl)OCN1C(=O)c2ccccc2C1=O	i	34.3	i	0.8
CCOC(=O)N1CCN(C(=O)COC(=O)CNC(=O)c2ccc(C)cc2)CC1	i	34.8	i	0.2
Cc1cccc(NC(=O)c2cccc(NC(=O)c3ccco3)c2)c1C	i	47.3	i	0.1
CC1(c2ccccc2)NC(=O)N(CC(=O)Nc2ccccc2C(=O)N2CCCCC2)C1=O (configuration not stated)	i	53.0	i	0.4
O=C(Oc1cccc([N+](=O)[O-])c1)c1ccc2c(=O)n3c(nc2c1)CCC3	i	29.9	i	0.3
CCn1nc(C(=O)NNC(=O)c2cc(Cl)ccc2OC)c2ccccc2c1=O	i	28.6	i	0.5
COC(=O)[C@]1(Cc2ccccc2)N[C@H](CN(C)S(=O)(=O)c2ccc(OC)cc2)[C@@H]2C(=O)N(C)C(=O)[C@@H]21	i	10.3	i	0.2
N#Cc1cccc(OC(=O)c2ccc3c(=O)n4c(nc3c2)CCC4)c1	i	13.9	i	1.1

(cont.)
mol	T cell HTS	T cell HTS vesicle-bound %	Myeloid diff MLP	Myeloid diff MLP GFP+ MAC1+ %
COc1cccc(NC(=O)C2CCCC2)c1	i	37.0	i	1.2
Cc1ccc(S(=O)(=O)CCC(=O)OCC(=O)N2c3ccccc3NC(=O)C2(C)C)cc1	i	12.2	i	0.7
CCOC(=O)C1=CC[C@H]2c3c(c4ccccc4n3C)C(=O)C1N2C(=O)OC(C)(C)C	i	20.4	i	1.1
Cc1nn(-c2ccccc2)c(C)c1NC(=O)COC(=O)c1cc(Br)ccc1O	i	36.1	i	0.9
CCOC(=O)[C@H]1[C@H]2COc3ccc(Br)cc3[C@@H]2N2C(=O)N(c3ccccc3)C(=O)[C@@]12C	i	22.3	i	1.0
CN(C)C1CCN(Cc2cc(COCc3ccccc3)c3cccnc3c2O)C1 (configuration not stated)	i	6.0	?	.
Cc1ccc(C(C)NC(=O)CSc2ccc(S(=O)(=O)N3CCOCC3)cn2)cc1C (configuration not stated)	i	37.0	i	1.5
O=C(O)C1=CC[C@@H](c2ccc(Cl)cc2)N(S(=O)(=O)c2ccc(Cl)cc2)C1	i	23.0	i	1.7
CC(C)(C)OC(=O)C[C@@H]1C/C=C\C[C@@H](CC(=O)N[C@@H](CO)Cc2ccccc2)C(=O)N2CCC[C@@H]2COC1=O	i	10.0	i	2.1
CCN(CC(=O)Nc1ccccc1C(F)(F)F)C(=O)Cc1cccs1	i	12.2	i	0.3
COc1ccccc1CCC(=O)Nc1cccc(S(=O)(=O)N2CCCCCC2)c1	i	23.0	i	1.2
Cc1cc(C=O)c(C)n1-c1ccc(NC2CCCC2)c([N+](=O)[O-])c1	i	38.3	i	0.3
CCC1(c2ccc(F)cc2)NC(=O)N(CC(=O)N2c3ccccc3NC(=O)CC2C)C1=O (configuration not stated)	i	26.6	i	0.6
O=C(Cn1c(=O)cnc2ccccc21)Nc1cccc(S(=O)(=O)N2CCOCC2)c1	i	19.8	i	0.6
CC(=O)Nc1cccc(C(=O)OCC(=O)Nc2c(C)nn(-c3ccccc3)c2C)c1	i	35.2	i	0.4

The results go on.
mol	T cell HTS	T cell HTS vesicle-bound %	Myeloid diff MLP	Myeloid diff MLP GFP+ MAC1+ %
CCOC(=O)c1nn(-c2ccc(C)cc2)c(=O)cc1OCC(=O)Nc1cccc(C)c1	i	21.5	i	0.5
Cc1ccc(C(=O)NCC(c2ccco2)N2CCc3ccccc3C2)cc1C (configuration not stated)	i	31.8	i	0.4
CCN(CC(=O)Nc1ccc(NC(C)=O)cc1)C(=O)CSCC(=O)Nc1ccc(C)cc1	i	28.2	i	0.4
COc1cccc(-c2sc3ccc(OC)cc3c2-c2cc(F)cc(OC)c2)c1	i	50.9	i	1.7
COc1ccc(OC)c(/C=C/C(=O)Nc2cccc(S(=O)(=O)NC3=NCCCCC3)c2)c1	i	26.4	i	1.0
O=C(N/N=C/c1ccc(F)c(F)c1)c1cccc(S(=O)(=O)N2CCCCC2)c1	i	45.4	i	0.0
CCOC(=O)Cc1csc(SCC(=O)Nc2oc(C)c3c(C)n[nH]c(=O)c23)n1	i	34.9	i	1.2
O=C(Nc1cc(S(=O)(=O)N2CCOCC2)ccc1N1CCOCC1)c1ccccc1Cl	i	30.6	i	0.5
O=C(CCC(=O)c1cccs1)NCC(c1ccc(F)cc1)N1CCOCC1 (configuration not stated)	i	31.5	i	0.9
CC(=O)c1cccc(NC(=O)c2ccc(S(=O)(=O)N3CC(C)OC(C)C3)cc2)c1 (configuration not stated)	i	37.9	i	0.5
CCc1ccccc1NC(=O)CNC(=O)CCc1nc2sc3c(c2c(=O)[nH]1)CCCC3	i	31.5	i	0.6
N#Cc1ccccc1OCC(=O)NC1CCCCC1	i	28.6	i	2.0
CC1CCN(C(=O)COC(=O)c2cccc(NS(=O)(=O)c3ccccc3)c2)CC1	i	19.4	i	0.7
CC1Sc2ccc(C(=O)Nc3ccccc3OC(F)F)cc2NC1=O (configuration not stated)	i	52.5	i	0.7
CCCNC(=O)CN1CCN(S(=O)(=O)c2ccc(Br)s2)CC1	i	37.0	i	0.5

(next part)
mol	T cell HTS	T cell HTS vesicle-bound %	Myeloid diff MLP	Myeloid diff MLP GFP+ MAC1+ %
NS(=O)(=O)c1cccc(NC(=O)CSc2nnc(-c3ccccc3)o2)c1	i	19.2	i	1.2
COc1ccc(-c2csc(NC(=O)CSCC(=O)Nc3cc(C)on3)n2)cc1OC	i	38.4	i	0.4
Cc1ccc(NC(=O)CNNC(=O)c2cccc([N+](=O)[O-])c2)cc1[N+](=O)[O-]	i	26.9	i	0.7
COc1ccc(S(=O)(=O)N2CCN(c3ncccn3)CC2)cc1	i	28.4	i	0.4
CSC(C1CCCC1)n1nnc2ccccc21 (configuration not stated)	i	37.2	i	1.5
COc1ccc(Br)c(C(=O)NNC(=O)c2ccc(NS(=O)(=O)c3cccs3)cc2)c1	i	47.1	i	0.8
C=CC[C@@H](CC(=O)NCCO)C(=O)NC[C@H](OC(=O)[C@@H](CC=C)CC(=O)OC(C)(C)C)c1ccccc1	i	37.4	i	1.0
Cc1cc(C)c(C)c(S(=O)(=O)N[C@@H](C)C(=O)OCC(=O)NC2CCCC(C)C2C)c1C (some centres not stated)	i	19.2	i	0.4
CC(C)(C)NC(=O)COc1coc(CN2CCN(C(=O)c3ccco3)CC2)cc1=O	i	57.0	i	0.4
Cc1nnc(NC(=O)CCC(=O)N2CCN(S(=O)(=O)c3cc([N+](=O)[O-])ccc3C)CC2)s1	i	29.0	i	0.6
CC1=C(C(=O)OCc2cc(C)on2)N2C(=O)[C@@H](NC(=O)OCc3cc(C)on3)[C@H]2SC1	i	30.0	i	1.9
COc1cccc(NC(=O)CN(C)C(=O)CCCc2nc3ccccc3s2)c1	i	18.6	i	0.4
C[C@H](CO)N1C[C@H](C)[C@@H](CN(C)Cc2ccc(-c3ccccc3)cc2)Oc2c(NC(=O)Cc3ccccc3)cccc2C1=O	i	28.8	i	1.4
CC1CCC(NC(=O)COC(=O)c2n[nH]c(=O)c3ccccc23)CC1 (configuration not stated)	i	28.0	i	0.7
CCOC(=O)c1c(C)[nH]c(C(=O)OCC(=O)NCc2ccccc2)c1C	i	43.5	i	0.3

3 compounds from above, ordered by SMILES length, lowest first:
mol	T cell HTS	T cell HTS vesicle-bound %	Myeloid diff MLP	Myeloid diff MLP GFP+ MAC1+ %
CCOC(=O)c1c(C)[nH]c(C(=O)OCC(=O)NCc2ccccc2)c1C	i	43.5	i	0.3
Cc1nnc(NC(=O)CCC(=O)N2CCN(S(=O)(=O)c3cc([N+](=O)[O-])ccc3C)CC2)s1	i	29.0	i	0.6
C=CC[C@@H](CC(=O)NCCO)C(=O)NC[C@H](OC(=O)[C@@H](CC=C)CC(=O)OC(C)(C)C)c1ccccc1	i	37.4	i	1.0

(next part)
mol	T cell HTS	T cell HTS vesicle-bound %	Myeloid diff MLP	Myeloid diff MLP GFP+ MAC1+ %
O=C(COC(=O)/C=C/c1ccccc1)NNC(=O)c1ccc([N+](=O)[O-])cc1	i	51.1	i	0.3
CC(=O)c1cccc(NC(=O)COC(=O)CCC(=O)c2ccc(F)cc2)c1	i	42.5	i	1.6
O=C(Cc1cccc(NC(=O)C2CCCN(C(=O)C3CCC3)C2)c1)Nc1cccc(C(=O)N2CCCC2)c1 (configuration not stated)	i	55.8	i	3.7
Cc1ccc2nc(SCC(=O)NCc3ccc(F)cc3)nc(=O)n2c1	i	58.5	i	0.6
CCc1cccc(C)c1NC(=O)CCCN1C(=O)CN(C)C1=O	i	43.4	i	1.0
C#CCOCCOCCOCCNc1nc(N2CCN(C(=O)CCCCCCCCCCNC(=O)[C@H](CCCCN)n3cc(CCO)nn3)CC2)nc(N2CCN(C(=O)CCCCCCCCCCNC(=O)[C@H](CCCCN)n3cc(CCCC(=O)O)nn3)CC2)n1	i	33.8	i	1.5
CCN(CC(=O)Nc1c(F)cccc1F)C(=O)CSCC(=O)Nc1cccc(C)c1	i	35.2	i	1.0
O=C(CSc1n[nH]c(=O)[nH]c1=O)Nc1ccc(Br)cc1Br	i	29.6	i	0.7
CC(C)(C)OC(=O)COc1cc(F)ccc1[N+](=O)[O-]	i	25.8	i	1.2
CCOc1ncccc1C(=O)Nc1cccc(S(=O)(=O)N2CCOCC2)c1	i	51.4	i	1.4
C[C@@H](CSc1ccc(Br)cc1)CN1CC[C@H](C(C)(C)C)CCC1=O	i	35.3	i	1.0
CSc1ncccc1C(=O)OCC(=O)N1CCN(C(=O)c2ccco2)CC1	i	49.3	i	0.3
COc1ccccc1CNC(=O)c1cc(-c2ccccc2C)nn1CC1CC(c2cccnc2)=NO1 (configuration not stated)	i	35.6	i	0.7
COC(=O)c1ccccc1S(=O)(=O)N1CCC(C(=O)NCC2CCCO2)CC1 (configuration not stated)	i	9.9	i	0.5
CN(c1ccccc1)S(=O)(=O)c1cccc(NC(=O)C2=NN(c3ccccc3)C(=O)CC2)c1	i	20.7	i	1.3
CCOC(=O)[C@H]1[C@H]2COc3ccc(C)cc3[C@@H]2N2C(=O)c3cc(F)ccc3NC(=O)[C@@]12C	i	33.9	i	1.6
CN(CC(=O)Nc1cccc(F)c1)C(=O)c1cc(S(=O)(=O)N2CCCCC2)ccc1N1CCOCC1	i	31.6	i	0.7
Cc1c(C(=O)NCc2ccco2)oc2c(Cl)cccc12	i	32.9	i	0.7

This is a subset; the hit share may differ from the screen's.
